14-3-3 Bad PPI: disrupts binding of bovine 14-3-3 zeta to phospho-Bad peptide | P63103 | TR-FRET 14-3-3zeta/Dy647-pBad peptide displacement, 1 h | AID 781 | actives 0.71% (n = 220,000) | inhibition, % at 21.7 µM;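 active = inhibition above about 70%, limit read from the data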;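 also: 0% = full 14-3-3 plus peptide FRET controls and 100% = background without 14-3-3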
EP2 mod: modulates human prostaglandin E2 receptor EP2 signaling | P43116 | EP2-expressing cells, cAMP HTRF FRET, PGE2 co-stimulation | induction, % at 25 µM | actives 0.83% (n = 260,000) | AID 940;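 active = compounds whose cAMP rise, as percent of the full-agonist control response, exceeds 60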;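 also: rat C6 glioma line stably carrying human EP2 under a CMV promoter; the protocol text gives 20 µM as final concentration; 100% = response of wells given 1 µM PGE2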
PGE2 EP2 inh: inhibitors of human EP2 prostaglandin E2 receptor; inhibition, % at 25 µM; AID 1422; C6 glioma cells expressing human EP2, cAMP TR-FRET; cells stimulated with saturating PGE2; actives 0.52% (n = 260,000); P43116;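 active = percent inhibition above 40 after rounding to a whole number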;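 also: rat C6 glioma host cells with rolipram phosphodiesterase inhibitor present; the protocol text gives 20 µM as final concentration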
zVAD death inh: blocks zVAD induced death of L929 cells; AID 1377; viability rescue, % at 10 µM; L929 zVAD necroptosis rescue, ATP luminescence, 24 h; with zVAD 60 µM; actives 0.38% (n = 220,000);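 active = activation, scaled between plate controls, above about 75%, limit read from the data; inactive = activation under that limit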;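 also: 0% = zVAD with DMSO and 100% = DMSO alone without zVAD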
Rad51 HR inh: blocks human Rad51 in homologous recombination; actives 0.085% (n = 200,000); inhibition, % at 10 µM; hRad51 DNA strand exchange, fluorescence dequenching; Q06609;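 active = inhibition above 40% at the single screening dose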;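 also: 0% = DMSO control wells and 100% = blanks with heterologous ssDNA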
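Test system – preformed human Rad51 ssDNA filaments · Reagent – Donor/quencher-labelled 47-bp dsDNA substrate · Incubation – 37 °C 15-min filament assembly, 30-min compound preincubation, 15-min exchange · Signal – FRET fluorescence dequenching, excitation 485 nm, emission 520 nm · Read-out – percent inhibition from fluorescence, normalised to plate control and blank means · Benchmarks – plate control and blank wells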
eIF4E 4G PPI: eIF4E/eIF4G interaction inhibition in translation initiation. TR-FRET eIF4E-eIF4GI(517-606) binding, 2 h. inhibition, % at 21.7 µM. actives 0.37% (n = 220,000). AID 782;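 active = inhibition above about 30%, limit read from the data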;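 also: 0% = full FRET control wells and 100% = background wells lacking eIF4GI fragment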
m-calpain inh: blocks pig calpain II enzyme activity; inhibition, % at 16 µM; purified calpain II, fluorogenic peptide substrate, 30 min; actives 0.37% (n = 220,000);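 active = inhibition above about 50%, limit read from the data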
Hck-Nef inh: inhibitors of human Hck kinase activated by Nef; Recombinant Hck-YEEI plus Nef, Z-Lyte FRET kinase assay; actives 0.68% (n = 220,000); AID 463187; P08631; inhibition, % at 20 µM;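 active = Hck-Nef kinase inhibition above about 50%, limit read from the data; inactive = inhibition below that limit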;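 also: 0% = DMSO with Hck plus Nef and 100% = Hck alone without Nef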
TbHK1 inh: T. brucei hexokinase 1 inhibition | AID 1430 | recombinant TbHK1, G6PDH-coupled NADH A340 | inhibition, % at 10 µM | actives 0.11% (n = 220,000);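 active = inhibition of 50% or more in the single-dose primary screen; inactive = inhibition below 50%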
* = called active by the depositor; & = joins results of further samples; [ ] = remark or other dose. An excerpt. The share of hits here may be higher or lower than overall.

Screening NS(=O)(=O)c1cccc(NC(=O)CN2CCN(Cc3ccc4c(c3)OCO4)CC2)c1 returned 14-3-3 Bad PPI -5[fluorescence artefact?], EP2 mod 19, PGE2 EP2 inh 6, zVAD death inh 0.2, Rad51 HR inh -2, eIF4E 4G PPI -3, m-calpain inh -2, Hck-Nef inh 6 and TbHK1 inh 28.
Screening COc1ccccc1C(=O)Nc1ccccc1SC returned 14-3-3 Bad PPI 8, EP2 mod 45, PGE2 EP2 inh 8, zVAD death inh 0.4, Rad51 HR inh 2, eIF4E 4G PPI 4, m-calpain inh 17, Hck-Nef inh 1 and TbHK1 inh 3.
COc1cc(/C=C/C(=O)O)cc(S(=O)(=O)N2CCCc3ccccc32)c1OC was read as 14-3-3 Bad PPI 4, EP2 mod 8, PGE2 EP2 inh 12, zVAD death inh 0.7, Rad51 HR inh -11, eIF4E 4G PPI 0, m-calpain inh 9, Hck-Nef inh -3 and TbHK1 inh 1.
`NC(=O)COC(=O)c1cccc(S(=O)(=O)N2CCCc3ccccc32)c1` gave 14-3-3 Bad PPI -13, EP2 mod 7, PGE2 EP2 inh 4, zVAD death inh 2.7, Rad51 HR inh -2, eIF4E 4G PPI 0, m-calpain inh -24, Hck-Nef inh 21 and TbHK1 inh 1.
Cc1ccc2[nH]cc(CCNC(=O)/C=C/c3ccco3)c2c1 was read as 14-3-3 Bad PPI -5, EP2 mod -51, PGE2 EP2 inh 4, zVAD death inh 0.5, Rad51 HR inh -5, eIF4E 4G PPI -5, m-calpain inh -1, Hck-Nef inh 15 and TbHK1 inh -8.
Cc1ccccc1OCC(O)Cn1c(=N)n(CCN2CCOCC2)c2ccccc21 (stereo not given) was read as 14-3-3 Bad PPI 13&-7, EP2 mod -7&-61&-34, PGE2 EP2 inh 3&13&2, zVAD death inh -0.8&-1.9, Rad51 HR inh 5&5, eIF4E 4G PPI -1&-1[fluorescence artefact?], m-calpain inh 1&-3, Hck-Nef inh 8&21 and TbHK1 inh 9&9.
For Fc1cc(Br)ccc1NC(=S)Nc1ccccc1 the results were 14-3-3 Bad PPI -1[fluorescence artefact?], EP2 mod -9, PGE2 EP2 inh 8, zVAD death inh -0.8, Rad51 HR inh -6, eIF4E 4G PPI -10[fluorescence artefact?], m-calpain inh 17, Hck-Nef inh 0 and TbHK1 inh 2.
For NC(=O)C1(N2CCCCC2)CCN(C(=O)CSc2nc3ccccc3o2)CC1 the results were PGE2 EP2 inh 13, zVAD death inh 0.5, Rad51 HR inh 6, Hck-Nef inh -1 and TbHK1 inh -1.
Screening COc1cccc(NC(=O)Nc2ccccc2Br)c1 returned 14-3-3 Bad PPI 0, EP2 mod -15, PGE2 EP2 inh 10, zVAD death inh 6.2, eIF4E 4G PPI -1, m-calpain inh 1, Hck-Nef inh 4 and TbHK1 inh 7.
Screening COC(=O)[C@H](CC(C)C)NC(=O)N1CCCCC1C (stereo not given in full) returned 14-3-3 Bad PPI 1, EP2 mod -10, PGE2 EP2 inh 5, zVAD death inh -0.3, Rad51 HR inh -7, eIF4E 4G PPI -2, m-calpain inh -1, Hck-Nef inh 12 and TbHK1 inh -11.
Screening C=CCOc1c(CNn2cn[nH]c2=S)cccc1OC returned 14-3-3 Bad PPI -9, EP2 mod 7, PGE2 EP2 inh 4, zVAD death inh 19, Rad51 HR inh 4, eIF4E 4G PPI 3, m-calpain inh 5, Hck-Nef inh 26 and TbHK1 inh 0.
`On1nnc2ccccc21` gave 14-3-3 Bad PPI 14, EP2 mod 8, PGE2 EP2 inh 4, zVAD death inh -0.9, Rad51 HR inh -12, eIF4E 4G PPI -6, m-calpain inh 4, Hck-Nef inh 0 and TbHK1 inh -1.
Screening O=C(COc1ccccc1Cl)Nc1ccc(Cl)cn1 returned 14-3-3 Bad PPI 8[fluorescence artefact?], EP2 mod 31, PGE2 EP2 inh 5, zVAD death inh 1.4, Rad51 HR inh 0, eIF4E 4G PPI 3[fluorescence artefact?], m-calpain inh -31, Hck-Nef inh -8 and TbHK1 inh -4.
Screening O=C(NC1CCCCC1)C1CCN(C(=O)c2ccc(-c3ccccc3)cc2)CC1 returned 14-3-3 Bad PPI -2, EP2 mod -45, PGE2 EP2 inh 10, zVAD death inh 1.9, Rad51 HR inh 6, eIF4E 4G PPI 1, m-calpain inh -4, Hck-Nef inh 18 and TbHK1 inh -15.
COc1cccc(-n2c(SCc3cc(=O)oc4cc(O)c(O)cc34)nc3ccccc3c2=O)c1 was read as 14-3-3 Bad PPI 6[fluorescence artefact?], EP2 mod 16, PGE2 EP2 inh 8, zVAD death inh 1.3, Rad51 HR inh -8, eIF4E 4G PPI 2, m-calpain inh -37, Hck-Nef inh 74* and TbHK1 inh 29.
`CC(C)CCN1CCN(CC(c2ccccc2)c2ccccc2)CC1CCO` (stereo not given) gave 14-3-3 Bad PPI -5, EP2 mod 3, PGE2 EP2 inh 2, zVAD death inh -0.9, Rad51 HR inh 5, eIF4E 4G PPI -6, m-calpain inh -4, Hck-Nef inh 16 and TbHK1 inh 5.
`CC(C)Nc1nc(NC(C)C)nc(C(=O)OCCO)n1` gave 14-3-3 Bad PPI 6, EP2 mod 7, PGE2 EP2 inh 9, zVAD death inh 0.4, Rad51 HR inh 10, eIF4E 4G PPI 5, m-calpain inh 7, Hck-Nef inh 1 and TbHK1 inh 1.
`CC1CCC/C(=N\NC(=O)COc2ccccc2Cl)C1` (stereo not given) gave 14-3-3 Bad PPI -3, EP2 mod 9, PGE2 EP2 inh 13, zVAD death inh -0.2, Rad51 HR inh 5, eIF4E 4G PPI -3[fluorescence artefact?], m-calpain inh 21, Hck-Nef inh 1 and TbHK1 inh 12.
`CC(=O)N(NC(=O)c1ccc(C)cc1)C1CC(=O)N(c2ccccc2Cl)C1=O` (stereo not given) gave 14-3-3 Bad PPI 11, EP2 mod -18, PGE2 EP2 inh 5, zVAD death inh 0.4, Rad51 HR inh -25, eIF4E 4G PPI 9, m-calpain inh 6, Hck-Nef inh 0 and TbHK1 inh -2.
For CCOC(=O)N1CCN(C(=O)CN(c2ccc(OCC)cc2)S(C)(=O)=O)CC1 the results were 14-3-3 Bad PPI -10, EP2 mod 13, PGE2 EP2 inh 6, zVAD death inh 0.3, Rad51 HR inh -4, eIF4E 4G PPI 0, m-calpain inh 5, Hck-Nef inh -2 and TbHK1 inh -7.

Overlap with the part before: 2 compounds; new compounds follow.
`CC(=O)N(NC(=O)c1ccc(C)cc1)C1CC(=O)N(c2ccccc2Cl)C1=O` (stereo not given) gave 14-3-3 Bad PPI 11, EP2 mod -18, PGE2 EP2 inh 5, zVAD death inh 0.4, Rad51 HR inh -25, eIF4E 4G PPI 9, m-calpain inh 6, Hck-Nef inh 0 and TbHK1 inh -2.
For CCOC(=O)N1CCN(C(=O)CN(c2ccc(OCC)cc2)S(C)(=O)=O)CC1 the results were 14-3-3 Bad PPI -10, EP2 mod 13, PGE2 EP2 inh 6, zVAD death inh 0.3, Rad51 HR inh -4, eIF4E 4G PPI 0, m-calpain inh 5, Hck-Nef inh -2 and TbHK1 inh -7.
`Cc1ccc(NC(=O)Nc2ccc([N+](=O)[O-])cc2)nc1` gave 14-3-3 Bad PPI 39, EP2 mod -16, PGE2 EP2 inh 20, zVAD death inh 65, Rad51 HR inh 8, eIF4E 4G PPI 8, m-calpain inh -29, Hck-Nef inh -24 and TbHK1 inh -15.
For COCCC(=O)N1CCCC(CNS(=O)(=O)c2ccc(OC)cc2)C1 (stereo not given) the results were 14-3-3 Bad PPI -4, EP2 mod 20, PGE2 EP2 inh 7, zVAD death inh 11, Rad51 HR inh 3, eIF4E 4G PPI -6, m-calpain inh -24, Hck-Nef inh 11 and TbHK1 inh -2.
For COc1ccc(C(=O)Nc2ccccc2C(=O)N2CCCCC2C)cc1 (stereo not given) the results were 14-3-3 Bad PPI -7, EP2 mod 28, PGE2 EP2 inh 6, zVAD death inh 0.6, Rad51 HR inh -32, eIF4E 4G PPI -1, m-calpain inh -7, Hck-Nef inh -10 and TbHK1 inh 1.
For COc1ccc(C2C(C(C)=O)=C(O)C(=O)N2c2nccs2)cc1OC (stereo not given) the results were 14-3-3 Bad PPI 2, EP2 mod 25, PGE2 EP2 inh 10, zVAD death inh 1.1, Rad51 HR inh 0, eIF4E 4G PPI 3, m-calpain inh 20, Hck-Nef inh -1 and TbHK1 inh -17.
For COc1cc(OC)c(OC)cc1CN1CCc2ccccc2C1 the results were 14-3-3 Bad PPI 23, EP2 mod 15, PGE2 EP2 inh 1, zVAD death inh -0.6, Rad51 HR inh 7, eIF4E 4G PPI 0, m-calpain inh 21, Hck-Nef inh 0 and TbHK1 inh -4.
Screening CCC(=O)NC(=S)Nc1ccc(NC(=O)c2cccnc2)cc1 returned 14-3-3 Bad PPI 0, EP2 mod -7, PGE2 EP2 inh 3, zVAD death inh 0.7, Rad51 HR inh 18, eIF4E 4G PPI 6, m-calpain inh 9, Hck-Nef inh 17 and TbHK1 inh -13.
COC(=O)[C@H](Cc1ccccc1)NC(=O)N1CCN(Cc2ccccc2)CC1 was read as 14-3-3 Bad PPI 4, EP2 mod 3, PGE2 EP2 inh 5, zVAD death inh -0.1, Rad51 HR inh 0, eIF4E 4G PPI -6, m-calpain inh -14, Hck-Nef inh 1 and TbHK1 inh 1.
Cc1sc2nc(CSc3ccc([N+](=O)[O-])cc3)[nH]c(=O)c2c1C was read as 14-3-3 Bad PPI 8, EP2 mod 6, PGE2 EP2 inh 2, zVAD death inh 0.1, eIF4E 4G PPI 2, m-calpain inh -7, Hck-Nef inh 26 and TbHK1 inh -4.
For CCC(=O)Nc1ccc(C(=O)Nc2ccc3c(c2)OCO3)cc1 the results were 14-3-3 Bad PPI -4, EP2 mod 2, PGE2 EP2 inh 22, zVAD death inh 0.2, Rad51 HR inh -15, eIF4E 4G PPI 4, m-calpain inh 16, Hck-Nef inh 0 and TbHK1 inh 1.
For Cc1oc(-c2ccc(Cl)cc2)nc1CN1CCC(C(=O)NCc2ccco2)CC1 the results were 14-3-3 Bad PPI -16, EP2 mod 10, PGE2 EP2 inh 8, zVAD death inh 0.6, Rad51 HR inh -42, eIF4E 4G PPI 64*, m-calpain inh -1, Hck-Nef inh 1 and TbHK1 inh -3.
For O=C(CCSc1nnc2scc(-c3ccccc3)n12)NCc1ccc2c(c1)OCO2 the results were 14-3-3 Bad PPI 22[fluorescence artefact?], EP2 mod -20, PGE2 EP2 inh 4, zVAD death inh -0.1, Rad51 HR inh -1, eIF4E 4G PPI 7, m-calpain inh 47, Hck-Nef inh 1 and TbHK1 inh 5.
COCCNS(=O)(=O)c1cc(C(=O)O)ccc1OC was read as 14-3-3 Bad PPI -9, EP2 mod 2, PGE2 EP2 inh 5, zVAD death inh 4.6, Rad51 HR inh -22, eIF4E 4G PPI 0, m-calpain inh -33, Hck-Nef inh 20 and TbHK1 inh -7.
Screening CC(Oc1ccc(Cl)cc1Cl)C(=O)Nn1cnnc1 (stereo not given) returned 14-3-3 Bad PPI 1[fluorescence artefact?], EP2 mod 26, PGE2 EP2 inh 7, Rad51 HR inh -1, eIF4E 4G PPI 4, m-calpain inh -7, Hck-Nef inh 2 and TbHK1 inh -1.
CC1=[N+](C)N(c2ccccc2)C(=O)C1N=Cc1ccc(Cl)cc1 (stereo not given) was read as 14-3-3 Bad PPI -16[fluorescence artefact?], EP2 mod 27, PGE2 EP2 inh 7, zVAD death inh 0.6, Rad51 HR inh 0, eIF4E 4G PPI 0, m-calpain inh 4, Hck-Nef inh 2 and TbHK1 inh 1.
`Fc1ccccc1OCCCCCN1CCCC1` gave 14-3-3 Bad PPI 2, EP2 mod 5, PGE2 EP2 inh 6, zVAD death inh 0.5, Rad51 HR inh -7, eIF4E 4G PPI -3, m-calpain inh 1, Hck-Nef inh 1 and TbHK1 inh 2.

Bioassay records from PubChem.
